# KCNQ2 inh: KCNQ2 potassium channel inhibitors, primary screen, cell-based, CHO-K1, FluxOR thallium flux, B-score (AID 2156). 20 min; stronger effect = lower value. B-score at 10 µM. hit rate 1.1% among 310,000;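 active = fluorescence ratio B-score at most minus 3 library SDs, with starting brightness B-score within 2 library SDs, cut at about -5.5 in these data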
# CHT inh: inhibitors of human choline transporter CHT; High affinity choline transporter 1 (Homo sapiens), Q9GZV3; CHT-expressing cells, membrane potential dye, choline response; stronger effect = lower value; B-score at 10 µM; hit rate 0.86% among 310,000; AID 488975, 2010;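 active = B-score over 3 SD under the library average, and starting fluorescence ratio not unusually high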;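 also: choline stimulus applied at its EC90 after an EC20 pre-addition; B-score computed on integrated fluorescence ratio after choline addition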
# Target sequence (Q9GZV3 whole entry, looked up): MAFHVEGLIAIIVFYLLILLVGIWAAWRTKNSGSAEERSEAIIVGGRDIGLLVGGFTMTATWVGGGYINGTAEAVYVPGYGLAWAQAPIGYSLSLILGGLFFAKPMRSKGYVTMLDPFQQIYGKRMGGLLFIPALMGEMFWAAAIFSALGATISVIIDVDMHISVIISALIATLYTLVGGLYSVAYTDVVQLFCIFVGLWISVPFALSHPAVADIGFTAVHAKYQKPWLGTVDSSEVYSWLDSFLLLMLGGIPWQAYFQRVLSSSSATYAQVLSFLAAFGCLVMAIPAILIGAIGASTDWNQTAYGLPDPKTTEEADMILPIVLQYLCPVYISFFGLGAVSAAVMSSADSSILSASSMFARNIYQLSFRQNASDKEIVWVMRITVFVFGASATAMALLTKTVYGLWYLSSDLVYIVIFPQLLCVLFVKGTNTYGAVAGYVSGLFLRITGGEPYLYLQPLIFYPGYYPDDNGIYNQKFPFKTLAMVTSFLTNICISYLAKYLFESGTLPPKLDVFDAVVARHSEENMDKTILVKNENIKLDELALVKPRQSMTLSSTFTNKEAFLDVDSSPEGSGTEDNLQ
# Kir21 block: inhibitors of mouse Kir2.1 inward-rectifier potassium channel. Inward rectifier potassium channel 2 (Mus musculus), P35561. HEK293-Kir2.1, FluxOR thallium flux fluorescence; stronger effect = lower value. B-score at 10 µM. hit rate 0.85% among 310,000. AID 1672, 2009;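 active = fluorescence ratio B-score at or below minus 3 SD of library scores, with starting-brightness B-score within 2 SD, cut at about -4.2 in these data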;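 also: channel flux triggered by added potassium and thallium sulfate stimulus; B-score of peak minus minimum fluorescence over baseline after thallium stimulus; more negative B-score means stronger Kir2.1 block with less thallium influx; some compounds called inactive have numbers as strong as hits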
# Target sequence (P35561 whole entry, looked up): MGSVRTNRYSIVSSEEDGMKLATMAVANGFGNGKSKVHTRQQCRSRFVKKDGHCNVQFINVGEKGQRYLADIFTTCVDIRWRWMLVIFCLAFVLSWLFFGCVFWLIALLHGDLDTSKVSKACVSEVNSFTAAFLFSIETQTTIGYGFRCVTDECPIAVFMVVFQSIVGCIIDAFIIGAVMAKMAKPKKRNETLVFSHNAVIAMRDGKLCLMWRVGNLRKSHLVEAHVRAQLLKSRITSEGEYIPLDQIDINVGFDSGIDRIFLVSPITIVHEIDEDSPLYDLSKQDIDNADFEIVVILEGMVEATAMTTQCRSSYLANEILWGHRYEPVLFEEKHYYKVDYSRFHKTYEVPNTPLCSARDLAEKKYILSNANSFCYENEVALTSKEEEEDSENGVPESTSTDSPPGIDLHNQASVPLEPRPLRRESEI
# * hit, by the source's call; i = inactive; . = no result given. Rows were taken by chance. About 2.6% of those tested had a hit in this group.
# The line under a structure holds: CHT inh | KCNQ2 inh | Kir21 block
> Cc1cccc(NC(=O)CNC(=O)CN2C(=O)NC3(CCCCC3C)C2=O)c1C (configuration not stated)
 : i | i | -0.2
> COc1ccc(NC(=O)/C(=C\c2ccc(F)cc2)NC(=O)c2ccco2)cc1
 : i | i | 0.74
> c1ccc(-c2nnc3n2CCCC3)cc1
 : i | i | 0.02
> CCCCNC(=S)N(C)/N=C/c1c(F)cccc1F
 : i | i | -1.1
> CCc1ccccc1NC(=S)NCc1ccc2c(c1)OCO2
 : i | i | -0.19
> CC(C)[C@H]1CC[C@@H](C)C(C(=O)c2ccccc2)C1=O (some centres not stated)
 : i | i | 0.3
> CC(C)(C)NC(=O)CN(C(=O)CS(=O)CC(=O)Nc1ccc(F)cc1)c1cccc(F)c1 (configuration not stated)
 : i | i | 1.4
> Cc1cccc(NC(=S)/N=C(\N)Nc2nc(C)c3ccc(C)cc3n2)c1
 : i | i | -1
> Cc1ccc(C2=C/C(=C\c3cccnc3)C(=O)O2)cc1
 : i | i | -0.66
> CSc1cccc(NC(=O)C(C)NS(=O)(=O)c2ccc(F)cc2)c1 (configuration not stated)
 : i | i | -1.7
> O=S(=O)(/C=C/c1ccccc1)Nc1ccc2c(c1)OCO2
 : i | i | -1.5
> CCCn1c(SCC(=O)NC(=O)Nc2ccc(C)cc2C)n[nH]c1=O
 : i | i | 0.02
> COc1cc(/C=N/N2C(=O)c3ccccc3C2=O)ccc1O
 : i | i | 0.48
> O=C(NCc1ccccc1)c1ccc(Oc2ccc(C(=O)NCc3ccccc3)cc2)cc1
 : i | i | 0.67
> O=C(COC(=O)/C=C/c1ccccc1Cl)NCCNC(=O)COC(=O)/C=C/c1ccccc1Cl
 : i | i | 0.4
> COc1ccc(OC)c(C2=NOC(C(=O)N3CCN(c4ccccc4)CC3)C2)c1 (configuration not stated)
 : i | i | 1.6
> Cn1cc(CN2CCC(n3nccc3NC(=O)CCCc3ccccc3)CC2)cn1
 : i | i | -0.55
> CCC(C)c1ccccc1N1CC(C(=O)N2CCN(S(=O)(=O)c3ccc(F)cc3)CC2)CC1=O (configuration not stated)
 : i | i | -0.9
> O=C(Nc1cccc(S(=O)(=O)NC2=NCCC2)c1)C1CCC1
 : i | i | -0.59
> COCCNC(=O)Cn1cc2c(n1)CCCCC2
 : i | i | 0.5
> CC1=C/C(=C/N(C)c2ccccc2)C(=O)S1
 : i | i | -0.08
> COc1ccc(S(=O)(=O)Cc2ccc(C(=O)N3CCN(c4cccc(C)c4)C(C)C3)o2)cc1 (configuration not stated)
 : -5.4* | i | 1.3
> Cc1onc(-c2c(Cl)cccc2Cl)c1COC(=O)c1ccc(Cl)cc1[N+](=O)[O-]
 : i | i | 0.07
> CCN(CC)C(=O)N1CCN(C(=O)N(CC)CC)CC1
 : i | i | -1.1
> CCn1cc(/C=C(\NC(=O)c2cc(OC)c(OC)c(OC)c2)C(=O)NCCCN2CCOCC2)c2ccccc21
 : i | i | 0.6
> Cn1c(=O)c2c(nc(N3CCNCC3)n2Cc2ccccc2Cl)n(C)c1=O
 : i | i | -0.58
> Nc1ncnc(SCc2c(F)cccc2Cl)n1
 : i | i | -1.6
> CCOC(=O)c1ccc(NC(=O)Nc2ccc(OC)c(OC)c2)cc1
 : i | i | -2.9
> Cc1ccc(NC(=O)CCNS(=O)(=O)c2ccc3[nH]c(=O)oc3c2)cc1F
 : i | i | -0.21
> O=C(c1cc(-c2cccc(Br)c2)nc2ccccc12)N1CCCC1
 : i | i | 0.9
> O=C(O)/C(=C\c1ccc(F)cc1)c1ccc(-c2ccccc2)cc1
 : i | i | -1.2
> CCn1ccnc1[C@@H]1C[C@H]2CN(c3ccccc3OC)C(=O)[C@]23CCCN13
 : i | i | 3.6
> CC(=O)c1cccc(N=c2scc(-c3ccc(S(=O)(=O)N4CCOCC4)cc3)n2CCO)c1
 : i | i | 0.16
> CCC(=O)Nc1ccc(Cl)c(NC(=S)NC(C)=O)c1
 : i | i | 2.5
> NC(=O)c1nsc(C(=O)N(c2ccccc2)C(C(=O)NCc2ccc(F)cc2)c2ccc(O)cc2)c1N (configuration not stated)
 : i | i | -1.7
> COC(=O)c1cc(-c2cccc([N+](=O)[O-])c2)c2c(=O)n(C)c(=O)n(C)c2n1
 : i | i | -2.9
> COC(=O)c1ccc(CS(=O)(=O)c2ccc(C)cc2)cc1
 : i | i | 1.7
> Cc1ccc(C(=O)N2CC(C)CC(C)C2)cc1NC1=NC2CS(=O)(=O)CC2S1 (configuration not stated)
 : i | i | 1.3
> Nc1nc(-c2cc(O)ccc2[N+](=O)[O-])cc(-c2ccccc2)c1[N+](=O)[O-]
 : i | i | 1.3
> Cc1ccc2c(Cl)cc(Cl)c(OCC(=O)N(C(C)C)C(C)C)c2n1
 : i | i | 0.01
> CCOc1cc(N2CCOCC2)c(OCC)cc1NC(=O)COC(=O)c1cccc2ccccc12
 : i | i | -0.05
> Cc1ccc(C(=O)NCCCc2ccccc2)c(Cl)c1
 : i | i | 1.1
> C/C(=N\NC(=O)c1ccc2ccccc2c1)c1cccnc1
 : i | i | 1.6
> O=[N+]([O-])c1cc(Cl)ccc1Nc1ccccc1
 : i | i | 0.95
> Cc1ccccc1C(=O)NNC(=O)C1CCCN(c2ncccn2)C1 (configuration not stated)
 : i | i | 0.04
> Cc1c(C=O)c2ccccc2n1CC(=O)N1CCc2ccccc2C1
 : i | i | 0.75
> CC(C)CCNC(=O)C(c1ccco1)N(Cc1ccccc1)C(=O)c1snc(C(N)=O)c1N (configuration not stated)
 : i | i | 0.78
> Cc1cc([N+](=O)[O-])ccc1NC(=O)CSc1nncn1-c1cccnc1
 : i | i | 1.4
> CN(CC(=O)Nc1cccc(F)c1)C(=O)CCc1nc2cc(S(=O)(=O)N3CCOCC3)ccc2n1C
 : i | i | 0.68
> CCOC(=O)c1sc(NC(=O)CSc2nnc(C)s2)c(C(=O)OCC)c1C
 : i | i | 0.24

# Next section
# The line under a structure holds: CHT inh | KCNQ2 inh | Kir21 block
> O=C(N/N=C/c1ccccn1)c1[nH]c2ccc([N+](=O)[O-])cc2c1-c1ccccc1
 : i | i | -2.5
> Cn1c(SCC(N)=O)nnc1C1CCN(S(=O)(=O)c2ccccc2C(F)(F)F)CC1
 : i | i | -0.24
> O=C(Cn1nnc(-c2ccccc2)n1)NNC(=O)c1cccc([N+](=O)[O-])c1
 : i | i | 1.5
> Cc1nnc(NC(=O)Cn2c(=O)sc3ccccc32)s1
 : i | i | 1.8
> O=C(C1CC1)N1CCN=C1SCc1ccc(F)cc1
 : i | i | 0.4
> Cc1nnc(N2C(=O)c3oc4ccccc4c(=O)c3C2c2ccco2)s1 (configuration not stated)
 : i | i | 0.49
> Cc1cc(C(=O)O)ccc1-n1c(C)cc(C=C2C(=O)c3ccccc3C2=O)c1C
 : i | i | -2.1
> O=C(NCCCn1ccnc1)c1ccc(N2CCCCC2)c([N+](=O)[O-])c1
 : i | i | -1.8
> Nn1c(SCc2ccccc2)nc2ccccc21
 : i | i | -1.5
> CCC(Sc1nnnn1C)C(=O)Nc1ccc(C(C)=O)cc1 (configuration not stated)
 : i | i | 0
> Cc1cccc(C)c1NC(=O)C(c1ccc([N+](=O)[O-])cc1)N(C)C(=O)c1ccccn1 (configuration not stated)
 : i | i | 1.2
> Cc1ccc(-c2csc(N3CCC[C@@H]3C(=O)NCCn3c(-c4ccncc4)nc4ccccc43)n2)cc1
 : i | i | 0.85
> Cc1cc(C)c2nc(N3CCC(C(=O)NCCCN4CCCCC4)CC3)sc2c1
 : i | -6.5* | -1.6
> COc1ccc(OCC(=O)Nc2cccc3ncccc23)cc1
 : i | i | -0.04
> O=[N+]1C2=C(CCCC2)N([O-])C12CCCC2
 : i | i | -0.58
> Cc1ccc(NC(=O)CN(C)C(C)C(=O)Nc2ccc(S(=O)(=O)N3CCCC3)cc2)cc1 (configuration not stated)
 : i | i | 0.49
> c1ccc(CSc2nnc3ccc(-c4ccco4)nn23)nc1
 : i | i | 0.9
> COC(=O)C(Cc1ccc(O)cc1)NC(=O)c1ccccc1OC (configuration not stated)
 : i | i | 0.2
> CCCN1CCN(C(=O)Cn2cccc2C(=O)c2ccccc2)CC1
 : i | i | -0.63
> NC(=O)c1ccccc1NC(=O)/C=C/c1c(Cl)cccc1Cl
 : i | i | -0.01
> COc1ccc(C(=O)N[C@H](C(=O)Nc2nc3ccccc3[nH]2)C(C)C)cc1
 : i | i | 0.29
> N#CC1=C(N)Oc2ccc3ccc(O)cc3c2C1c1ccsc1 (configuration not stated)
 : . | i | -5*
> Cc1nn(Cc2c(F)c(F)c(F)c(F)c2F)c(C)c1NC(=O)c1nn(C)cc1Br
 : i | i | 0.14
> CC(C)n1c(SCC(N)=O)nc2c1c(=O)n(C)c(=O)n2C
 : i | i | -0.04
> CCC(Sc1nnc(C)c(=O)[nH]1)C(=O)Nc1cccc2ccccc12 (configuration not stated)
 : i | i | 0.15
> COc1ccc(-c2cccc(C(=O)Nc3ccccc3C)c2)cc1
 : i | i | -0.59
> CCCCn1nc2cc(C(=O)NCC34CC5CC(CC(C5)C3)C4)ccc2c1OCC
 : i | i | 1.7
> COC(=O)C1=C(NC(=O)C(C)(C)C)CCS1
 : i | i | -2.1
> CCn1c(SCC(=O)Nc2ccc3c(c2)c2ccccc2n3CC)nnc1-c1ccco1
 : i | i | 0.01
> Cc1ccc(C(=O)C(OC(=O)CNS(=O)(=O)c2ccccc2)c2ccccc2)cc1 (configuration not stated)
 : i | i | -1.4
> O=C(CSc1nc2ccc(Cl)cc2o1)NCc1ccc2c(c1)OCO2
 : i | i | -1.1
> O=C(O)CNS(=O)(=O)c1ccc(F)cc1
 : i | i | 3.1
> COc1cccc(C2CC(c3cccc(Br)c3)n3ncnc3N2)c1 (configuration not stated)
 : i | i | -2.6
> O=C(Nc1ccc(C2=NCCN2)cc1)c1ccc(C(=O)Nc2ccc(C3=NCCN3)cc2)c(Cl)c1
 : i | i | -0.67
> CC(C)=CC(=O)OCC(=O)Nc1ccccc1Cl
 : i | i | 0.41
> COc1ccc(NC(=O)CSc2nc(C3CC3)nc3ccccc23)c(OC)c1
 : i | i | -3.1
> C=CCn1ccc(O)c(Cc2ccc(Cl)cc2)c1=O
 : i | i | -0.66
> CC(C)(C)c1csc(NC(=O)CCc2ccccc2)n1
 : i | i | 0.53
> Cc1ccc(NC(=O)NC(=O)COc2ccc(Cl)cc2Cl)c(C)c1
 : i | i | 0
> CN1CCN(C(=O)c2ccc3c(c2)NC(=O)C(C)(C)O3)CC1
 : i | i | 0.77

# Compound profiles, from the list above. Order of screens: CHT inh, KCNQ2 inh, Kir21 block
# CC(C)(C)c1csc(NC(=O)CCc2ccccc2)n1 as listed: i, i, 0.53
# CC(C)=CC(=O)OCC(=O)Nc1ccccc1Cl as listed: i, i, 0.41
# O=C(CSc1nc2ccc(Cl)cc2o1)NCc1ccc2c(c1)OCO2 as listed: i, i, -1.1
# Cc1ccc(NC(=O)NC(=O)COc2ccc(Cl)cc2Cl)c(C)c1 as listed: i, i, 0
# COc1ccc(NC(=O)CSc2nc(C3CC3)nc3ccccc23)c(OC)c1 as listed: i, i, -3.1

# Later entries:
# The line under a structure holds: CHT inh | KCNQ2 inh | Kir21 block
> O=C(NN1C(=O)C2C(C1=O)C1C=CC2C12CC2)c1cccc(Cl)c1 (configuration not stated)
 : i | i | -1.1
> C/C(=N\NC(=O)c1cccc(S(=O)(=O)N2CCOCC2)c1)c1ccc(OCC(=O)N(C)C)cc1
 : i | i | -0.34
> Cc1ccc(S(=O)(=O)NNC(=O)c2ccc3ccccc3n2)cc1
 : i | i | -0.63
> O=c1oc2c(Cl)cc(Cl)cc2cc1-c1nnc(Nc2ccccc2F)s1
 : i | i | -0.59
> Cc1ccc2nc(SCC(=O)N3CCN(c4ccccc4)CC3)nc(=O)n2c1
 : i | i | -0.66
> CCn1cc(C(=O)NCCCOC(C)C)c2cc(OC)c(OC)cc2c1=O
 : i | i | 1.2
> COc1ccccc1C1CC(c2ccccc2)=NN1C(=O)c1ccccc1 (configuration not stated)
 : i | i | -0.12
> COCc1cc(Sc2ccc(Cl)cc2Cl)nc(-c2ccccc2)n1
 : i | i | 0.05
> O=C(CCc1c[nH]c2ccccc12)N1CCCCCCC1
 : i | i | -1.4
> C=CC[n+]1cccc(-c2cc3ccc(C)cc3[nH]2)c1
 : i | i | 0.79
> CCOc1ccc(-n2c(C)nc(O)c2N=Nc2ccccc2)cc1
 : i | i | 0.65
> CSc1nc(C)c2c(c1C#N)CCCC2
 : i | i | 0.55
> Cc1ccc(O)c(C(=O)c2cnn(-c3ccccc3)c2)c1
 : i | i | 0.75
> CNC(=O)c1[nH]cnc1C(=O)Nc1ccc(C)cc1
 : i | i | -1.6
> O=C(O)CCc1ccc(NCc2cccc(Oc3ccccc3)c2)cc1
 : i | i | 0.62
> CCc1ccc(-n2c(=O)c3ccccc3n3c(=S)[nH]nc23)cc1
 : i | i | 0.65
> O=C(Cn1cnc2c(cnn2-c2ccc(Cl)cc2)c1=O)NCC1CCCO1 (configuration not stated)
 : i | i | -0.04
> Cc1cc(C)c([N+](=O)[O-])cc1-c1ccc(/C=N/c2c(-c3ccco3)nc3ccccn23)o1
 : i | i | -0.15
> O=C(NCCc1cccc(Cl)c1)c1cccs1
 : i | i | 0.65
> Cc1ccc(-c2n[nH]c(=S)c3ccccc23)cc1S(=O)(=O)NCC1CCCO1 (configuration not stated)
 : i | i | -0.73
> O=C(Nc1c(C(=O)N2CCOCC2)oc2ccccc12)c1ccccc1Cl
 : i | i | 0.78

# Screening data as filed in PubChem BioAssay.
